Screening results deposited in PubChem BioAssay by several laboratories.
ER stress rescue: rescue of cells from ER stress-induced death, primary screen, 384-well, CSM14.1, thapsigargin, ATP luminescence (AID 1222); CSM14.1 thapsigargin-induced death rescue, ATP luminescence; higher % means a stronger effect; cellular ATP content (survival), % at 20 µM; hits with a dose series show EC50 in µM; 190,000 tested, under 10 active;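 active = EC50 below 50 µM in the dose-response confirmation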;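 also: death triggered by thapsigargin at about 15 µM added after 2 h compound pretreatment; cell ATP read after overnight thapsigargin exposure of roughly 18 to 22 hours; normalized against plate controls of thapsigargin alone and 5% DMSO vehicle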
Ins promoter up: MIN6 insulin promoter up-regulation; MIN6 insulin promoter-GFP reporter, high-content imaging; hits give high values; z-score at 5 µM; actives 0.3% (n = 190,000); AID 1625;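 active = z-score above 3 at 5 µM with at least 500 cells counted in the well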
MT stabilizer: microtubule stabilization, imaging screen | HeLa tubulin immunostaining HCS, 24 h; share of cells brighter than vehicle mean+2SD | actives 0.83% (n = 200,000) | % tubulin-high responders, % at 10 µM | AID 2205;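 active = plate Z-score above 3 for both tubulin-high and condensed-nucleus cell shares, with cell loss under 80%, at 10 µM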;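 also: anti alpha tubulin signal scored within the nucleus-defined area of each cell; some results filed as inactive read as strong as hits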
bCat nuc transl: modulators of beta-catenin nuclear translocation; HeLa beta-catenin nuclear translocation, immunofluorescence imaging; nuclear translocation activity, % at 5 µM; actives 0.3% (n = 190,000); AID 1665;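 active = nuclear translocation activity above 50% at 5 µM, with a well cell count of 50 or more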;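 also: per-cell ratio of nuclear to cytoplasmic median beta-catenin stain intensity; plate controls were DMSO negative control for no effect and GSK-3 inhibitor IX positive control for full effect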
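Test system: human HeLa cells, native beta-catenin. Compound dosing: 5 µM primary single dose, 0.1% DMSO, 0.02–20 µM confirmation series. Incubation: compound exposure 24 h at 37°C. Detection: beta-catenin immunostaining with DAPI counterstain, 20x imaging, 6 fields/well. Read-out basis: Nuclear/cytoplasmic beta-catenin signal ratio, % activation.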
Dynein cargo inh: dynein cargo transport inhibition; 3617.4 mouse cells, GR-EGFP nuclear translocation imaging; test concentration mostly 20 µM; stimulated with dexamethasone, 1 µM; hits give low values; z-score, hits read low; actives 0.47% (n = 220,000);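 active = plate z-score of nuclear minus cytoplasmic receptor signal below a set negative limit, without overly bright fluorescence or cell loss, cut at about -3.5 in these data, passing the limit was not always enough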;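 also: z-score of nuclear minus cytoplasmic ring GR-EGFP intensity difference per well; some compounds called inactive have numbers as strong as hits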
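Buffer or medium – tet-free medium with charcoal-stripped serum · Signal – automated 10x imaging of fixed Hoechst-stained cells · Also added – dexamethasone agonist, 1.0 µM final, for 30 min · Incubation – induction 48 h, compound 1 h, agonist 30 min · Read-out – GR-EGFP nuclear translocation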
Hep lipid drop: hepatic lipid droplet formation modulation; inhibition, % at 6.5 µM; actives 0.4% (n = 240,000); AML12 mouse hepatocytes, oleate lipid droplets, BODIPY imaging;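 active = lipid droplet intensity inhibited by at least 50%, with more than 500 cells counted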
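System: AML12 hepatocytes (mouse). Probe or stimulus: oleic acid at 100 µM to induce lipid droplet formation. Times: overnight treatment with compound plus oleate. Detection: Image-based BODIPY and DAPI two-channel analysis. Evaluation: percent inhibition of filter-corrected integrated lipid droplet intensity per well.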
T cell HTS: T cell immune modulation candidate | 2C CD8+ T cell-vesicle binding, flow cytometry; hits give low values | calls only at 7 µM | actives 0.068% (n = 330,000) | AID 2052;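 active = response, share of CD8 T cells binding vesicles, and their 90th percentile fluorescence all below set limits, cut at about 80% in these data, passing the limit was not always enough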
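Assay system: 2C TCR transgenic mouse naive CD8+ T cells, MACS-purified | Read-out: CD8+ gate FL2 mean fluorescence as % of same-row positive control | Signal: High-throughput flow cytometry with anti-B7-1 and anti-CD8 staining | Timing: Binding step 1.5 h, 37 °C, antibody labelling 20 min, ice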
Salmonella PhoP GFP: inhibitors of PhoP regulon expression, primary screen, Salmonella Typhimurium, GFP reporter (AID 1863). actives 0.16% (n = 300,000). inhibition, % at 50 µM; hits with a dose series show IC50 in µM. S. Typhimurium PhoP-regulated promoter GFP reporter, 4 h; higher % means a stronger effect;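 active = inhibition over 29.93%, a cutoff 3 SD above the screen mean, later confirmed by dose response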;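 also: 0% = low Mg2+ inducing control and 100% = high Mg2+ repressing control; strong numbers were not always called active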
Autophagy HCS: alters autophagy in cells. MEF GFP-LC3 puncta imaging; test concentration mostly 10 µM. calls only at 10 µM (by protocol). AID 463193. actives 0.98% (n = 190,000);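 active = percentage of spot-positive cells more than 3 SD above its plate mean, without a fluorescence outlier flag or 80% toxicity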;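 also: spot-positive cell cutoff set from DMSO-treated cells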
Dynein cargo inh cytoplasmic EGFP: second read-out of Dynein cargo inh, no call of its own (marks repeat the call); z-score; measured here: cytoplasmic GR-EGFP intensity; hits give high values
Dynein cargo inh nuclear GR-EGFP: second read-out of Dynein cargo inh, no call of its own (marks repeat the call); z-score; measured here: nuclear GR-EGFP intensity;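 lower value marks the stronger effect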
Dynein cargo inh cell count: also measured in Dynein cargo inh; calls as there; z-score; measured here: cell count per field
Ins promoter up cell count: also measured in Ins promoter up; calls as there; cell count; measured here: cytotoxicity, nuclei count;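 total cells summed across four imaged fields per well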
Hep lipid drop cells 6.5 µM: also measured in Hep lipid drop; calls as there; cell count; measured here: cell count, cytotoxicity flag;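 cells counted across two imaged fields per well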
bCat nuc transl cell count 5 µM: recorded beside bCat nuc transl, whose call it bears; cell count; measured here: cell count, cytotoxicity flag
T cell HTS vesicle-bound %: second read-out of T cell HTS, no call of its own (marks repeat the call); double positive events, %; measured here: CD8+ vesicle-bound cell fraction;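 binding gate set so that unloaded-vesicle control wells show 10% double positive cells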
MT stabilizer Hoechst-high %: also measured in MT stabilizer; calls as there; % Hoechst-high responders; measured here: nuclear condensation Hoechst responders;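 share of cells brighter than vehicle mean plus two SD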
MT stabilizer cytotoxicity %: second read-out of MT stabilizer, no call of its own (marks repeat the call); toxicity, %; measured here: cytotoxicity by cell density;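 0% = mean cell density of plate MIN control wells and 100% = no cells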
Autophagy HCS cell loss 18 h: second read-out of Autophagy HCS, no call of its own (marks repeat the call); toxicity, %; measured here: cell loss, nuclei count;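 cell loss after 18 h compound exposure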
An asterisk follows results filed as active; i = inactive; . = not tested or not shown. An unsorted share of the library. About 3% of those tested had a hit in this group.

Structure,ER stress rescue,Ins promoter up,Ins promoter up cell count,MT stabilizer,MT stabilizer Hoechst-high %,MT stabilizer cytotoxicity %,bCat nuc transl,bCat nuc transl cell count 5 µM,Dynein cargo inh,Dynein cargo inh cytoplasmic EGFP,Dynein cargo inh nuclear GR-EGFP,Dynein cargo inh cell count,Hep lipid drop,Hep lipid drop cells 6.5 µM,T cell HTS,T cell HTS vesicle-bound %,Salmonella PhoP GFP,Autophagy HCS,Autophagy HCS cell loss 18 h
COC(=O)c1ccccc1NC(=O)c1ccccc1NS(C)(=O)=O,-2.7%,0.37,1238,3.7,1.8,2.6,.,.,0.27,-0.22,0.28,0.56,5,750,i,22,5%,i,-8
CC(c1ccccc1)N1C(=O)NC(NC(=O)C(C)(C)C)(C(F)(F)F)C1=O (stereo unspecified),-0.8%,0.07,1395,2.6,1.6,5.9,-1.5,969,-0.089,-0.22,0.31,-0.17,6,537,i,24,2%,i,1
CC(=O)Nc1ccc2nc(C3CCCCC3)[nH]c2c1,-0.4%,-0.13,1623,3.1,2.2,4.8,-0.9,1371,2.5,-0.11,1.5,-1.8,.,.,i,53,4%,i,5
COc1ccc(-c2nc3n(n2)C(c2cccnc2)C(C(N)=O)=C(C)N3)cc1 (stereo unspecified),.,.,.,2.5,1.9,6.9,.,.,-0.15,-0.24,0.093,0.54,.,.,i,43,6%,i,-13
CCC1(c2ccccc2)NC(=O)N(CC#N)C1=O (stereo unspecified),-0.9%,1.4,1287,5.8,3.4,5.3,-0.8,1032,-0.15,-0.29,0.55,0.81,-9,676,i,45,-8%,i,8
Cc1ccc(C)n1NC(=O)c1ccccc1Cl,-2.5%,-0.45,1236,20,25,97,-1.7,1081,1.3,-0.18,0.95,-1.2,-14,753,i,34,-3%,i,-3
O=C(c1cc2sccc2n1Cc1ccccc1)N1CCc2ccccc21,2.7%,-0.06,1235,7.1,4.2,4.5,-4.3,1013,-0.047,0.43,-0.55,-0.37,.,.,i,40,4%,i,-22
Cc1c(O)ccoc1=O,0.6%,0.25,1426,3.5,1.4,14,-2.3,1149,2.1,-0.22,1.4,-1.2,-4,714,i,33,-2%,i,1
N#Cc1ccsc1NC(=O)COC(=O)CCCSc1nc2ccccc2s1,1.3%,-0.46,1053,7.1,1.8,9.6,0.8,1091,2.9,0.42,2.8,-1.7,.,.,i,48,-24%,i,12
COC(C[C@@H]1O[C@H]1[C@H](O)COCc1ccccc1)OC,.,-0.79,1081,.,.,.,-1.1,1190,-0.42,-0.74,-0.16,0.44,24,644,.,.,-6%,.,.
CCOc1ccc(C2C(C#N)=C(N)SC(N)=C2C#N)cc1OC,-0.8%,.,.,3.3,1.6,0.2,0.5,1141,-0.62,0.24,0.2,0.28,.,.,i,20,-5%,i,-9
S=C(NCCN1CCCCC1)Nc1ccccc1,0.7%,-0.08,1491,3.5,1.3,4.4,-0.7,1455,-0.43,0.15,-0.1,0.97,-19,711,i,33,-11%,i,-7
Cn1cnc([N+](=O)[O-])c1SCCO,.,-0.04,973,.,.,.,1.8,1320,0.93,-0.23,0.65,0.16,2,717,i,32,-9%,.,.
Cc1cc(OC(=O)c2ccccc2Cl)cc(=O)n1C,-0.5%,0.46,1527,2.9,1.3,2.7,-1.5,1402,-0.64,-0.072,0.049,0.49,.,.,i,1,-2%,i,14
COc1ccccc1NC(=O)COc1ccc(C(=O)OCC(=O)NC(C)(C)C)cc1OC,-1.3%,1.1,1169,6.7,2.7,4.1,-3.0,1040,-0.22,-0.26,0.17,0.71,0,682,i,29,-9%,i,8
CCn1c(CN2CCN(c3cccc(C)c3C)CC2)n[nH]c1=S,3.2%,-0.54,1275,2.6,1.3,3.4,-3.5,600,-0.032,-0.063,0.69,0.26,0,614,i,45,5%,i,-53
COc1ccc(C(O)P(=O)(OCc2ccccc2)c2ccc(N(C)C)cc2)cc1 (stereo unspecified),.,0.31,1118,.,.,.,1.0,1274,0.0085,-0.26,-0.05,0.41,2,777,i,32,-4%,.,.
CCc1cc2cc(C)c(C)cc2nc1SCC(=O)NNC(=O)c1ccco1,-0.7%,0.97,1423,1.2,1.3,7.2,-1.7,1394,-0.38,-0.21,-0.32,0.62,.,.,i,10,-2%,i,-4
O=C(CCNS(=O)(=O)c1cccs1)Nc1nccs1,1.2%,-0.45,1604,3.8,2.0,8.6,-2.1,1353,-0.25,-0.12,-0.05,0.26,.,.,i,18,20%,i,12
COc1cc(NC(=S)NCc2ccc(S(N)(=O)=O)cc2)c(OC)cc1Cl,-0.1%,-0.01,1518,1.7,3.9,3.9,1.4,1081,0.25,-0.22,0.32,-0.72,10,644,i,52,-7%,i,-5

Next entries follow:
Structure,ER stress rescue,Ins promoter up,Ins promoter up cell count,MT stabilizer,MT stabilizer Hoechst-high %,MT stabilizer cytotoxicity %,bCat nuc transl,bCat nuc transl cell count 5 µM,Dynein cargo inh,Dynein cargo inh cytoplasmic EGFP,Dynein cargo inh nuclear GR-EGFP,Dynein cargo inh cell count,Hep lipid drop,Hep lipid drop cells 6.5 µM,T cell HTS,T cell HTS vesicle-bound %,Salmonella PhoP GFP,Autophagy HCS,Autophagy HCS cell loss 18 h
CC(=O)N(CCC1(C(C)C)CCOC(C)(C)C1)Cc1ccco1 (stereo unspecified),3.2%,1.2,1292,2.0,1.1,5.7,0.2,1147,0.074,0.18,0.35,0.18,2,735,i,32,-7%,i,1
CSCc1c(C(=O)NC2CCCc3ccccc32)oc2ccccc12 (stereo unspecified),-1.5%,.,.,1.9,1.3,11,-1.0,1108,-1.1,-0.24,-0.48,0.74,-24,661,i,36,4%,i,-9
CCC(C)NS(=O)(=O)c1ccc(NC(=O)C2CCCO2)cc1 (stereo unspecified),-0.1%,-0.51,1390,1.3,1.8,5.0,0.1,1019,-0.33,-0.25,0.31,0.21,3,656,i,41,.,i,1
CC1CCC(N2CCN(c3ncccn3)CC2)C1 (stereo unspecified),-4.6%,.,.,1.1,1.9,11,-3.1,1193,-0.94,-0.18,-0.31,0.91,8,762,i,49,4%,i,-2
COc1cc(C)ccc1OCCCOc1c(Cl)cccc1Cl,-2.5%,0.06,1214,1.7,2.0,4.2,0.2,914,0.1,-0.25,0.2,0.46,-2,639,i,45,1%,i,19
CCN(CC)S(=O)(=O)c1cc(C)ccc1SC,0.6%,0.48,1489,1.6,1.6,3.3,-1.9,513,-0.57,-0.29,-0.58,0.39,-22,715,i,0,6%,i,8
Cc1ccc(NC(=O)CC2NCCNC2=O)cc1 (stereo unspecified),-2.6%,1,1363,2.7,0.1,15,.,.,-0.55,-0.16,-0.025,0.65,1,743,i,41,-4%,i,-2
CCn1nc(C)cc1Nc1ccccc1,-1.6%,-0.79,892,3.1,2.1,5.4,0.7,1081,-0.71,-0.26,-0.16,0.38,10,730,i,37,-10%,i,6
COc1ccc(Cc2nnc(NS(C)(=O)=O)s2)cc1,4.5%,0.65,906,2.6,1.6,7.1,-0.2,1020,-0.56,-0.0055,-0.14,0.6,-1,739,i,11,-23%,i,-6
CN(C)c1ccc(NC(=O)c2cnsn2)cc1,-2.9%,-0.15,1477,2.5,1.4,5.1,-0.1,1022,0.085,-0.31,0.28,-0.044,3,714,i,29,2%,i,-7
CN(Cc1cnn(C)c1)C(=O)c1cc(COc2c(F)cccc2F)on1,1.4%,-0.39,1523,0.8,0.9,2.5,-1.8,1042,-1,-0.34,-0.64,1.2,-8,701,i,30,-2%,i,-4
CCOCCCNC(=O)C(NC(=O)C1CCC(=O)N1)c1ccc(C)cc1 (stereo unspecified),-0.2%,0.16,1522,3.3,1.4,8.0,0.6,1459,-1.5,-0.18,-0.42,0.57,.,.,i,42,-8%,i,10
COc1ccc(-n2ccnc2)cc1,-0.5%,0.83,1499,6.5,2.0,7.4,1.9,808,-0.6,-0.17,0.31,0.67,18,689,i,27,3%,i,11
Cc1nnc(NC(=O)C2CCN(c3nnnn3-c3ccccc3)CC2)s1,-0.7%,0.25,1339,1.9,2.1,8.9,-5.5,944,0.49,-0.21,-0.041,0.073,.,.,i,33,14%,i,24
COc1ccc(Cl)cc1C(=O)NNC(=S)NC(=O)/C=C/c1ccco1,2.6%,0.17,1253,5.4,4.2,18,-3.2,1046,-0.032,-0.083,-0.11,0.97,-1,678,i,35,-13%,i,-2
